Salmonella PhoP GFP: inhibitors of PhoP regulon expression, primary screen, Salmonella Typhimurium, GFP reporter (AID 1863); hit rate 0.16% among 300,000; S. Typhimurium PhoP-regulated promoter GFP reporter, 4 h; higher % means a stronger effect; inhibition, % at 50 µM; hits with a dose series show IC50 in µM;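 active = inhibition over 29.93%, a cutoff 3 SD above the screen mean, later confirmed by dose response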;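 also: 0% = low Mg2+ inducing control and 100% = high Mg2+ repressing control; strong numbers were not always called active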
RSV CPE inhibition: RSV antiviral activity via CPE protection, HEp-2 cells, primary 10 µM value included (AID 2391); one-dose CPE inhibition, % at 10 µM; IC50 in µM for titrated hits; hit rate 0.13% among 310,000; HEp-2 cells, RSV-induced CPE inhibition; higher % means a stronger effect; in the data active = a potency from the dose series; also: strong numbers were not always called active
MgcRacGAP inhibition: MgcRacGAP GTPase-activating activity inhibitors, confirmation, biochemical, ADP Hunter fluorescence; MgcRacGAP-stimulated Rac1 GTP hydrolysis, ADP Hunter fluorescence; higher % means a stronger effect; GST-tagged Rac1 F28L mutant substrate; inhibition, % at 30 µM; hits with a dose series show IC50 in µM; hit rate 0.6% among 340,000; AID 624330;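 active = first-screen hits whose inhibition reached a set limit at any dose in the follow-up dose series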;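 also: fluorescence reports GDP produced by GAP-driven GTP hydrolysis; strong numbers were not always called active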
T cell HTS: T cell immune modulation candidate | 2C CD8+ T cell-vesicle binding, flow cytometry; stronger effect = lower value | calls only at 7 µM | hit rate 0.068% among 330,000;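 active = response, share of CD8 T cells binding vesicles, and their 90th percentile fluorescence all below set limits, cut at about 80% in these data, passing the limit was not always enough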
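System: murine 2C transgenic CD8+ T lymphocytes; also added: QL9-loaded Drosophila micro-vesicles; times: binding 1.5 h at 37 °C; measured by: flow cytometry, PE anti-B7-1 (FL2) versus Alexa647 anti-CD8 (FL8), PFA-fixed; control set: Peptide-free naked vesicles (low) and QL9 vesicles with 0.7% DMSO vehicle (high)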
West Nile antiviral: inhibition of WNV-induced cytopathic effect – cell-based, CPE readout (AID 1621); hit rate 0.02% among 290,000; West Nile virus-infected cells, CPE inhibition; higher % means a stronger effect; CPE inhibition, % at 10 µM, or IC50 in µM where a hit was titrated; in the data active = a potency from the dose series; also: strong numbers were not always called active
UTI89 phage lysis: inhibition of K1F phage lysis, E. coli UTI89, bacterial capsule biogenesis inhibitors, alamar blue (AID 488966); E. coli UTI89 K1F phage lysis, alamar blue, 2 h; higher % means a stronger effect; inhibition, % at 100 µM; hits with a dose series show IC50 in µM; hit rate 0.02% among 340,000;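 active = phage lysis inhibition, versus mean bacterial control, above a set limit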;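 also: capsule biogenesis inhibitors block K1F phage lysis so surviving cells raise fluorescence; higher fluorescence means more inhibition of phage lysis; actives were called in the ten point dose series up to 300 µM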
SV40 large T antigen: TAg ATPase/helicase activity blockers – biochemical (AID 1903); SV40 large T antigen ATPase/helicase inhibition assay; higher % means a stronger effect; inhibition, % at 20 µM, or IC50 in µM where a hit was titrated; hit rate 0.39% among 310,000; in the data active = a potency from the dose series; also: strong numbers were not always called active
NTR1 agonist: agonists of NTR1, primary screen, imaging, U2OS cells, beta-arrestin-GFP, high content (AID 493036); P30989; NTR1-U2OS beta-arrestin-GFP spot imaging, agonist mode; activation, % at 20 µM; hit rate 0.17% among 330,000;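 active = activation at or above 40% of the spot to cytoplasm intensity ratio, with at least 20 cells analyzed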;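 also: 0% = DMSO without peptide and 100% = 100 nM NTR1 peptide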
Target sequence (P30989 whole entry, looked up): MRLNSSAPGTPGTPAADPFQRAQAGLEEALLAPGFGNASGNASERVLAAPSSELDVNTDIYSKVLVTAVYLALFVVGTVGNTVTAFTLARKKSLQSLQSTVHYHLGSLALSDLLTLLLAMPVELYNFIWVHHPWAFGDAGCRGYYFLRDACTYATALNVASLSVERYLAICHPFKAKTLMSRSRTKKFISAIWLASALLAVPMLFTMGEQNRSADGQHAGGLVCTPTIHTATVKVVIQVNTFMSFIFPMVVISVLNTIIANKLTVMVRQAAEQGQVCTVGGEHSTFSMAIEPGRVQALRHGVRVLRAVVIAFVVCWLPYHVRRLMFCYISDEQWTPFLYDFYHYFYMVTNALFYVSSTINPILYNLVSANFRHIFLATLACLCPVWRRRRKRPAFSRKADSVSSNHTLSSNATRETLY
NS5 inhibitors: flavivirus cap methylation enzyme inhibition – biochemical, confirmation dose response, primary screen (AID 588689); Dengue-2 NS5 methyltransferase capping enzyme assay, biochemical; higher % means a stronger effect; inhibition, % at 25 µM, or IC50 in µM where a hit was titrated; hit rate 0.3% among 340,000; in the data active = a potency from the dose series
T cell HTS vesicle-bound %: also measured in T cell HTS; calls as there; double positive events, %; measured here: CD8+ vesicle-bound cell fraction;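 binding gate set so that unloaded-vesicle control wells show 10% double positive cells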
NTR1 agonist cell count 20 µM: further read-out of NTR1 agonist, marked with its call; cell count; measured here: cell count, cytotoxicity flag
* marks the source's active call; other numbers are inactive results; i = inactive; . = not tested or not shown; [ ] = remark or other dose.

mol	NTR1 agonist cell count 20 µM	West Nile antiviral	RSV CPE inhibition	NS5 inhibitors	T cell HTS	Salmonella PhoP GFP	SV40 large T antigen	MgcRacGAP inhibition	UTI89 phage lysis	T cell HTS vesicle-bound %	NTR1 agonist
CCCc1[nH]nc2c1C(c1ccsc1)C(C#N)=C(N)O2 (centres undefined)	100	0.2%	0.8%	-3%	i	2%	7%	12%	-0.5%	48	4.4
CC1=NN(C(N)=S)C(=O)C1N=Nc1ccccc1 (centres undefined)	36	0.1%	10%	-6%	i	2%	17%	-1%	0.2%	10	1.6
O=C(NC1CCC(=O)N(CCSc2ccccc2)CC1)OCc1ccccc1 (centres undefined)	72	-1.4%	20%	-4%	i	8%	4%	3%	-0.2%	25	7.1
O=C(NCCCn1ccnc1)c1cc(-c2ccncc2)nc2ccccc12	46	-0.1%	0.3%	-3%	i	-2%	3%	7%	0.5%	37	1.9
CCOC(=O)N1CCN(Cc2nc(-c3ccccc3)no2)CC1	60	-0.1%	1.5%	4%	i	4%	-2%	4%	1.4%	59	0.5
C=CCNC(=O)c1nn2cccnc2c1Cl	53	0.2%	0.1%	-6%	i	25%	5%	3%	0.3%	52	0.8
CCCN1C(=O)CC(C(=O)OC)=C1C	84	0.1%	2.6%	-7%	i	1%	11%	1%	6.2%	40	-2.7
O=C(NCCNS(=O)(=O)c1cccc(C(F)(F)F)c1)c1cc(OCC(F)(F)F)ccc1OCC(F)(F)F	91	0.8%	-0.1%	-3%	i	38%	4%	1%	0.1%	12	-0.7
CC(C)(C)C(=O)Nc1ccccc1C(=O)Nc1ccccn1	78	-0.2%	0.8%	-6%	i	-4%	7%	2%	-2.2%	46	-2.6
COc1ccc(/C=C2\SC(=O)N(CC(=O)Nc3ccc(O)cc3)C2=O)cc1OC	48	-0.4%	3.9%	11%	i	-4%	6%	6%	-0.6%[50 µM]	13	-1.2
O=C(Cn1c(NCCO)nc2ccccc21)c1ccc(Cl)cc1	55	0.2%	1.2%	-7%	i	3%	23%	7%	2.1%[50 µM]	50	-1.3
COc1cccc(C(=O)N(Cc2nc(-c3cccc(C)c3)no2)C(C)C)c1OC	72	-0.6%	4.7µM*	10%	i	-3%	0%	2%	-0.3%	8	-0.7
COC(=O)c1ccc(Cn2nnc3ccccc32)cc1	55	0.1%	.	-8%	i	7%	13%	6%	0.9%	34	-1.1
COc1ccc(NC(=O)CCN2CCN(S(=O)(=O)c3ccc(C(C)C)cc3)CC2)cc1	56	-0.8%	0.9%	-10%	i	16%	15%	0%	0.1%	11	0.8
COc1ccc(NC(=O)N2CCOCC2)cc1	63	-0.7%	1.1%	-4%	i	-3%	9%	-2%	0.6%	7	0.7
COc1ccc(-c2nnc(SCc3csc(N)n3)n2C)cc1	57	0.4%	1.2%	-4%	i	-2%	3%	-3%	0.4%	30	0.1
Cc1nc(NC(=O)c2csc3ccccc23)sc1C	74	-1.1%	0.4%	-3%	i	-13%	2%	2%	1.2%	10	0.9
CCCN(CC(=O)Nc1ccccc1C)C(=O)CCCNC(=O)c1ccc(Cl)cc1	85	.	.	-5%	.	.	.	5%	0.9%[50 µM]	.	0.7
CNS(=O)(=O)c1cc(N)ccc1C	66	0.0%	-1.1%	-5%	i	7%	1%	5%	0.2%	56	-1.1
CN(C)S(=O)(=O)NC(=O)C1=C(N2CCCC2)COC1=O	72	.	.	1%	i	.	.	2%	1.9%	9	0.3
O=C(NCCC1=CCCCC1)C(=O)NCc1ccccc1Cl	66	-0.3%	0.1%	0%	i	-8%	-4%	2%	7.0%	2	1.0
CC(C)(C)C(=O)NC1=NN(c2c(Cl)cc(Cl)cc2Cl)C(=O)C1	44	1.1%	1.7%	6%	i	-7%	4%	5%	0.1%	24	0.0
O=C(COc1ccc2ccccc2c1)NCC(=O)N/N=C/c1ccco1	82	-0.7%	0.2%	-3%	i	-12%	10%	4%	4.0%	39	0.2
Clc1cccc(N/N=C(\Cc2nc3ccccc3[nH]2)c2ccccc2)c1	61	-0.9%	12%	-1%	i	11%	14%	14%	0.1%	2	28
COc1ccc(CCNC(=O)CN2C(=O)C3(OCCCO3)c3ccccc32)cc1OC	39	0.2%	-0.3%	-6%	i	-2%	27%	4%	2.2%	36	0.9

Reprinted at random: four entries already listed, in no set order.
mol	NTR1 agonist cell count 20 µM	West Nile antiviral	RSV CPE inhibition	NS5 inhibitors	T cell HTS	Salmonella PhoP GFP	SV40 large T antigen	MgcRacGAP inhibition	UTI89 phage lysis	T cell HTS vesicle-bound %	NTR1 agonist
Clc1cccc(N/N=C(\Cc2nc3ccccc3[nH]2)c2ccccc2)c1	61	-0.9%	12%	-1%	i	11%	14%	14%	0.1%	2	28
O=C(NCCC1=CCCCC1)C(=O)NCc1ccccc1Cl	66	-0.3%	0.1%	0%	i	-8%	-4%	2%	7.0%	2	1.0
CCCN(CC(=O)Nc1ccccc1C)C(=O)CCCNC(=O)c1ccc(Cl)cc1	85	.	.	-5%	.	.	.	5%	0.9%[50 µM]	.	0.7
CC(C)(C)C(=O)Nc1ccccc1C(=O)Nc1ccccn1	78	-0.2%	0.8%	-6%	i	-4%	7%	2%	-2.2%	46	-2.6

(listing goes on)
mol	NTR1 agonist cell count 20 µM	West Nile antiviral	RSV CPE inhibition	NS5 inhibitors	T cell HTS	Salmonella PhoP GFP	SV40 large T antigen	MgcRacGAP inhibition	UTI89 phage lysis	T cell HTS vesicle-bound %	NTR1 agonist
CCCCN(C)CCNC(=O)c1ccc2c(c1)NC(=O)C(N1CCCCC1)S2 (centres undefined)	23	-0.2%	-2.3%	3%	i	-2%	-2%	11%	-0.2%	40	-0.1
CCCCCCCNC(=O)C1CC(=O)N(C)C(=Nc2ccc(OC)cc2)S1 (centres undefined)	37	-1.4%	2.1%	-1%	i	4%	4%	9%	3.2%	50	-0.2
COc1ccc(CNC(=O)C2CCN(C(=O)c3csc(Nc4ccc(C)cc4)n3)CC2)cc1	55	-1.1%	16%	1%	i	-1%	9%	10%	-0.3%	27	7.5
COc1cc2c(cc1OC)CN(Cc1cc(OC)c(O)c(OC)c1)CC2	46	-0.3%	-0.5%	-5%	i	6%	3%	17%	0.3%	31	-1.6
Cc1ccc(CNC(=O)c2cc3c(C)nc4ccccc4c3o2)cc1	55	2.1%	7.0%	-4%	i	4%	8%	8%	-0.3%	14	1.4
CCn1c(=O)n(CC)c2cc(N3CCCC3)c(NC(=O)c3cc(Cl)ccc3OC)cc21	45	-0.1%	14%	-7%	i	-6%	21%	17%	0.4%	50	19
COC(=O)C(NC(=O)CCC(=O)N[C@@H](C(=O)OC)c1ccccc1)c1ccccc1 (some centres undefined)	39	-0.1%	-0.8%	-2%	i	6%	-1%	10%	1.4%	17	1.2
COc1cccc(C2CC(C(F)(F)F)n3ncc(C(=O)Nc4c(C)n(C)n(-c5ccccc5)c4=O)c3N2)c1 (centres undefined)	51	0.2%	1.0%	-3%	i	0%	-68%	10%	1.2%	49	0.8
COC(=O)c1cccc(NC(=O)CCSc2ccc(Cl)cc2)c1C	51	0.0%	0.3%	0%	i	-4%	1%	16%	0.4%	40	-0.9
CCOc1ccc(C(=O)Nc2cccc(-c3ccc4nncn4n3)c2)cc1	40	-0.5%	1.6%	-3%	i	-6%	2%	7%	-0.2%	40	4.3
COCc1nnc(NC(=O)c2cc(C(=O)OC)cc([N+](=O)[O-])c2)s1	56	0.1%	1.6%	-1%	i	-14%	3%	5%	2.3%	32	-0.5
CCc1noc(C)c1C(=O)Nc1cc(S(=O)(=O)N2CCOCC2)ccc1OCC(F)(F)F	48	.	-0.7%	3%	i	3%	22%	6%	0.9%[50 µM]	23	0.8
CC(C)C(C)NC(=O)COC(=O)C1CCN(S(=O)(=O)c2ccc3c(c2)OCCO3)CC1 (centres undefined)	68	.	-1.2%	-7%	i	2%	6%	7%	0.6%[50 µM]	47	-1.7
CC1=C(C(=O)Nc2ccccc2C)C(c2cccnc2)n2nc(CCCO)nc2N1 (centres undefined)	63	0.0%	1.9%	-3%	i	-6%	6%	5%	0.6%	30	-0.2
C/C(CC(=O)Nc1cccc(F)c1)=N\NC(=O)C(=O)NC1CCCCC1	88	0.5%	1.4%	-7%	i	-3%	11%	12%	0.4%	57	-1.6
Cc1nc2scc(-c3ccc(Cl)cc3)c2c(=O)o1	53	0.7%	2.7%	-6%	i	-8%	2%	8%	-0.6%	43	2.8
C#CCOCCOCCOCCNc1nc(N2CCN(C(=O)CCCCCCCCCCNC(=O)[C@H](CCCCN)n3cc(CCCC(=O)O)nn3)CC2)nc(N2CCN(C(=O)CCCCCCCCCCNC(=O)[C@H](CCCN=C(N)N)n3cc(C[C@@H](C)CC)nn3)CC2)n1	91	.	1.6%	-4%	i	-6%	15%	10%	-9.3%	28	1.4
CCN(Cc1nc2ccccc2c(=O)[nH]1)Cc1cc(=O)oc2cc(OC)ccc12	54	-0.1%	4.7%	4%	i	9%	5%	6%	0.3%	41	0.9
O=C(COC(=O)C1CCN(S(=O)(=O)c2ccc3c(c2)OCCO3)CC1)NC1CCCCC1	54	.	-0.8%	-10%	i	0%	11%	2%	-0.5%[50 µM]	54	1.3
Cn1c(C(=O)NCCN2CCN(Cc3ccccc3)CC2)cc2c(=O)n(C)c3ccccc3c21	50	0.6%	-2.8%	2%	i	0%	.	14%	2.1%	11	-0.2
COc1cc(N(C)C)c([N+](=O)[O-])cc1C(=O)NC(C)CNc1ccc([N+](=O)[O-])cc1Cl (centres undefined)	69	-0.2%	8.5%	-4%	i	-21%	16%	8%	0.4%[50 µM]	6	3.7
CNC(=O)c1ccccc1NC(=O)c1ccc(C)c(S(=O)(=O)N2CCCCC2)c1	76	0.0%	1.4%	-10%	i	-16%	11%	4%	1.8%	34	1.2
COc1cc(NC(=O)CSc2nc(=O)n(CCCN3CCOCC3)c3c2CCC3)cc(OC)c1	60	.	-2.9%	-1%	i	-3%	10%	5%	1.2%[50 µM]	23	0.7
CC1CC(NC(=O)Cc2ccc(Br)cc2)CC(C)(C)C1 (centres undefined)	72	-1.4%	4.3%	-5%	i	5%	6%	3%	0.2%	49	1.5
O=c1[nH]c2cc3c(cc2cc1CN(CCCO)Cc1nnnn1Cc1ccc(F)cc1)OCO3	70	0.5%	1.7%	23%	i	0%	3%	12%	0.2%	8	1.7
CCCCCCC12CCC(C(=O)O)(CC1)CC2	47	0.0%	6.7%	.	i	-3%	20%	.	.	40	0.7
COc1ccc(NC(=O)CC2C(=O)N(Cc3ccccc3)C(=S)N2CCN2CCOCC2)cc1 (centres undefined)	54	-0.9%	1.6%	-7%	i	-4%	6%	2%	3.9%	5	3.2
COc1ccc(CC2(CO)CCN(Cc3ccc4nsnc4c3)CC2)cc1	58	-0.9%	3.2%	-2%	i	-4%	14%	3%	0.0%	31	-1.0

High-throughput results deposited in PubChem by several laboratories.
